HTR5A ag: counter-screen for OPRM1-OPRD1 agonists: human HTR5A agonism; AID 504692; activation, % at 9.3 µM; HTR5A agonist assay, luminescence, cell-based; actives 0.61% (n = 340,000); P47898; in the data active = activation mostly above about 9.5%, no sharp cut-off; inactive = mostly below about 7.6%;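 note: 0% = cells with vehicle only and 100% = reference agonist; strong numbers were not always called active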
Target sequence (P47898 whole entry, looked up): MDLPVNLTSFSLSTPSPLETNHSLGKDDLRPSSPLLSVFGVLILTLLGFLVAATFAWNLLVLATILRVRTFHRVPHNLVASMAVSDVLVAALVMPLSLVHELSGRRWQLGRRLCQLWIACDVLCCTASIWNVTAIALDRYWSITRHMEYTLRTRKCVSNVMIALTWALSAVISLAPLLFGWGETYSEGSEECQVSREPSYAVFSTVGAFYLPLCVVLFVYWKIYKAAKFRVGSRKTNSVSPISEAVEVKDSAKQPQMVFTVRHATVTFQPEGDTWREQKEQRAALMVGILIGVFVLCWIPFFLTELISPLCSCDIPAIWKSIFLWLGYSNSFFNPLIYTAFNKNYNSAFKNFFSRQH
Keap1-Nrf2 PPI: Keap1-Nrf2 (human) interaction inhibition | Q14145 | Keap1 Kelch-Nrf2 peptide fluorescence polarization, 1536-well | inhibition, % at 9.4 µM | actives 0.15% (n = 340,000) | AID 504523; in the data active = inhibition above about 12%;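 note: human Keap1 Kelch domain with fluorescein labeled Nrf2 9mer peptide probe; 0% = neutral control wells and 100% = peptide positive control; higher means more block of Keap1 binding to Nrf2 peptide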
Target sequence (Q14145 whole entry, looked up, the tested form may be a part): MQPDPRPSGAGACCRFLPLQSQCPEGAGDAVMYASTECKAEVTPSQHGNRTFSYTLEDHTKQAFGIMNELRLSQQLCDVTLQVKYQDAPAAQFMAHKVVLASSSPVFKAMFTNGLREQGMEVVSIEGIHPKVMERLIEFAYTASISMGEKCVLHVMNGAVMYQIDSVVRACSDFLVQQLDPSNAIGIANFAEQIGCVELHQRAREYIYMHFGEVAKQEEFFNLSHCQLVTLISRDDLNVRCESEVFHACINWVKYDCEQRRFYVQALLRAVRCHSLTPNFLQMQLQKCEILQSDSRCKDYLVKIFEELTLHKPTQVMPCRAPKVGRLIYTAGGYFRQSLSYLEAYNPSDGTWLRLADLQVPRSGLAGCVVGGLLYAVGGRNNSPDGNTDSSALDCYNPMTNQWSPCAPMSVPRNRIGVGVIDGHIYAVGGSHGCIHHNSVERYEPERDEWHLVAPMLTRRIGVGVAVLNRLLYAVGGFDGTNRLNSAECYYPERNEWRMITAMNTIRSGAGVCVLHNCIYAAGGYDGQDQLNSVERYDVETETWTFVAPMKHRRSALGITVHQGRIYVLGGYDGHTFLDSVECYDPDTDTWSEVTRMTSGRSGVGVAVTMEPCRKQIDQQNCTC
MOR-DOR ag: agonists of human mu-delta opioid receptor heterodimerization. cells, OPRM1-OPRD1 heterodimerization, luminescence. actives 0.3% (n = 340,000). AID 504326. activation, % at 9.3 µM; in the data active = activation above about 18%;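 note: 0% = vehicle-treated cells and 100% = reference agonist; values of inactives mirror those of a sister screen read the other way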
RTF Ca sens act: cardiac RTF calcium sensitization; activation, % at 7.2 µM; AID 493008; actives 0.24% (n = 340,000); IANBD-labeled TnC RTF fluorescence at EC20 calcium; 0% EC20 calcium, 100% full calcium; P19429+P45379;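 active = activation above the mean over all tested compounds plus 3 SD, cut at about 30% in these data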;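 note: rise in fluorescence read as greater calcium sensitivity of cardiac thin filaments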
RTF Ca sens inh: cardiac RTF calcium desensitization; IANBD-labeled cardiac RTF, Ca2+ fluorescence; inhibition, % at 7.15 µM; actives 0.12% (n = 340,000);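 active = inhibition above the mean inhibition of all tested compounds plus 3 SD, cut at about 17% in these data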;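 note: assay run at fixed EC70 calcium of 1.6 mM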
CAL PDZ FP: inhibitors of human CAL PDZ peptide binding | actives 0.92% (n = 300,000) | AID 602252 | Q9HD26 | inhibition, % at 24.9 µM | purified CAL PDZ, TMR-peptide fluorescence polarization, 1 h;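 active = mean inhibition of at least 30% with at least half of replicates also reaching 30%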;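 note: 0% = DMSO neutral control and 100% = excess unlabeled competitor peptide PRC23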
LANA DNA inh: inhibitors of KSHV LANA C-terminal domain DNA binding; MBP-C-LANA/FAM-LBS DNA binding, fluorescence polarization; inhibition, % at 9 µM; actives 0.078% (n = 340,000);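 active = highest replicate inhibition at or above 60% at 9 µM, even if other replicates fall short; inactive = all replicates below 60% inhibition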;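 note: 0% = neutral control wells and 100% = 4 µM acridine orange control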
HTR5A inv ctr: counter-screen for OPRM1-OPRD1 inverse agonists: human HTR5A inverse agonism | HTR5A cell line, luminescence | inhibition, % at 9.3 µM | actives 0.083% (n = 340,000); in the data active = inhibition mostly above about 23%, no sharp cut-off; inactive = mostly below about 18%;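 note: 0% = cells with DMSO and 100% = no-cell wells with DMSO; some compounds called inactive have numbers as strong as hits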
V-ATPase pHluor: alters yeast V-ATPase proton transport | S. cerevisiae, pHLuorin cytosolic pH fluorescence | response, % at 10 µM | actives 0.37% (n = 350,000); in the data active = response mostly above about 7.3%, no sharp cut-off; inactive = mostly below about 5.4%; note: actives read high; inactives centre near 0; some compounds called inactive have numbers as strong as hits; reference of the scale not given here
OPRM1-OPRD1 inv: inverse agonists of human mu-delta opioid receptor heterodimerization | P35372+P41143 | cell-based MOR-DOR heterodimer luminescence, inverse agonism | AID 504357 | actives 0.21% (n = 340,000) | inhibition, % at 9.3 µM; in the data active = inhibition above about 22%, passing the limit was not always enough;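 note: 0% = cells with DMSO and 100% = wells without cells with DMSO; values of inactives mirror those of a sister screen read the other way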
An asterisk follows results filed as active; · = not tested or not shown. Not a hit list; any-hit rate near 2.8%.

SMILES	HTR5A ag	Keap1-Nrf2 PPI	MOR-DOR ag	RTF Ca sens act	RTF Ca sens inh	CAL PDZ FP	LANA DNA inh	HTR5A inv ctr	V-ATPase pHluor	OPRM1-OPRD1 inv
Cc1cc(N/N=C/c2ccccc2F)c2ccccc2n1	0	-1	-1.6	2	-5	30*	-0.1	1	-3	9
COc1cccc(CN2CC(C(=O)N3CCN(C(C)C)CC3)CCC2=O)c1 (configuration not stated)	1	-3	-1.9	-2	2	-2	0.5	-11	-1	10
O=C(CN1CCN(CC(=O)Nc2ccccc2F)CC1)Nc1ccc2c(c1)OCCO2	-2	-4	-0.2	-1	0	1	0.6	5	4	2
COc1ccc(N2C(=O)CC(N(CCc3ccccc3)C(=O)/C=C/C(=O)O)C2=O)cc1 (configuration not stated)	-1	0	-0.2	-4	-6	-5	0.7	4	2	1
O=C(Nc1nc(-c2ccccn2)cs1)c1ncc(Cl)c(Cl)c1Cl	-1	4	-1.1	4	-2	-3	-2.1	6	-1	6
O=[N+]([O-])c1ccc(CNc2ccc(F)cc2)s1	-3	-1	-2.0	5	2	-7	-2.2	10	2	10
CC[C@@H](C)[C@H](N)C(=O)NC[C@H]1O[C@@H](n2cnc3c(N)ncnc32)[C@H](O)[C@@H]1O	1	-1	-2.2	-3	-1	-4	-0.1	-5	-4	11
COc1ccc(/C=N/Nc2cc(C)nc3ccccc23)cc1	7	0	8.3	-9	0	-16	-11	-26	5	-40
COc1cc(OC)cc(C(=O)N[C@H](C(=O)OCC(=O)Nc2ccc(OC)c(OC)c2)C(C)C)c1	2	5	-0.6	2	-4	·	-3.2	-14	0	3
O=C(COc1ccc2c(c1)CCC2)N1CCN(c2cccc(C(F)(F)F)c2)CC1	2	-1	1.9	-4	-13	0	0.1	-5	2	-14
Cc1ccc(Cn2nc3c(cc2=O)CCc2ccccc2-3)cc1	-2	·	6.9	-2	3	-3	·	5	1	-35
Cc1cc(C)c(C)c(S(=O)(=O)N2CCC(C(=O)NCC(c3ccccc3)N(C)C)CC2)c1C (configuration not stated)	-3	0	-0.8	-6	-3	-4	-1.9	13	3	4
O=C(CCc1ccccc1)Nc1nc2c(F)cc(F)cc2s1	-1	-3	4.0	3	3	0	-1.1	13	1	-21
NS(=O)(=O)c1ccc(CCNC(=O)CSc2nc3ccccc3c(=O)n2CCN2CCOCC2)cc1	8	0	-0.8	-3	0	·	-1.3	24	1	5
CN(C)c1ccc(-c2ccc3c(=O)c4ccccc4n(C)c3c2)cn1	-5	0	3.8	-4	-32	-14	0.6	14	0	-21
COc1ccc(F)cc1CSc1nnnn1-c1ccc(O)cc1	1	0	1.7	-4	-15	-1	-0.9	1	1	-14
COc1ccc(CC(=O)OC(C)C(=O)Nc2ccc(S(N)(=O)=O)cc2)cc1 (configuration not stated)	2	-5	-0.9	2	4	-5	-1.8	-8	3	6
O=S(=O)(c1ccc(F)cc1)N1CCN=C1SCc1cccc(F)c1	-1	-2	0.2	-3	-8	·	0.9	2	0	-1
Cc1ccc(NC(=O)[C@H](CC(C)C)NC(=O)[C@@H]2Cc3ccccc3CN2)cc1	3	5	-3.3	-4	3	0	0.3	5	0	18
C[C@]12CC[C@@H]3c4ccc(O)cc4CC[C@H]3[C@@H]1CC[C@@H]2OC(=O)CCC(=O)O	-6	2	-1.7	2	14	-2	1.2	-14	5	9
O=C(Nc1ccc2c(c1)C(=O)OC2)c1ccc(C(F)(F)F)cc1	1	-7	-0.5	5	-5	-4	-0.4	-3	0	3
CCN(CC)c1ccc(N2C(=O)CSC2=S)cc1	1	5	1.3	1	-9	45*	6.0	-4	-2	-6
COc1cc(C(=O)N/N=C/c2sc(=O)n(-c3ccccc3)c2Cl)cc(OC)c1OC	-5	-5	-1.2	7	-7	-1	-1.1	14	-4	8
CCCn1c(SCC(=O)NCCc2ccccc2)nnc1-c1ccco1	-2	-1	-0.8	-1	-2	-2	1.3	2	8	5
O=C(Cn1nnc(-c2ccccc2-n2cnnn2)n1)c1ccccc1	-1	-1	-3.3	-3	-6	-2	1.8	-3	0	15

Gathered by group: those above with a Cl atom.
SMILES	HTR5A ag	Keap1-Nrf2 PPI	MOR-DOR ag	RTF Ca sens act	RTF Ca sens inh	CAL PDZ FP	LANA DNA inh	HTR5A inv ctr	V-ATPase pHluor	OPRM1-OPRD1 inv
O=C(Nc1nc(-c2ccccn2)cs1)c1ncc(Cl)c(Cl)c1Cl	-1	4	-1.1	4	-2	-3	-2.1	6	-1	6
COc1cc(C(=O)N/N=C/c2sc(=O)n(-c3ccccc3)c2Cl)cc(OC)c1OC	-5	-5	-1.2	7	-7	-1	-1.1	14	-4	8

Returning to the listing; the three compounds before the break are reprinted first.
SMILES	HTR5A ag	Keap1-Nrf2 PPI	MOR-DOR ag	RTF Ca sens act	RTF Ca sens inh	CAL PDZ FP	LANA DNA inh	HTR5A inv ctr	V-ATPase pHluor	OPRM1-OPRD1 inv
COc1cc(C(=O)N/N=C/c2sc(=O)n(-c3ccccc3)c2Cl)cc(OC)c1OC	-5	-5	-1.2	7	-7	-1	-1.1	14	-4	8
CCCn1c(SCC(=O)NCCc2ccccc2)nnc1-c1ccco1	-2	-1	-0.8	-1	-2	-2	1.3	2	8	5
O=C(Cn1nnc(-c2ccccc2-n2cnnn2)n1)c1ccccc1	-1	-1	-3.3	-3	-6	-2	1.8	-3	0	15
COc1ccc(NC(=O)c2cc(-c3ccco3)nc3ccccc23)cc1S(=O)(=O)N1CCOCC1	1	1	-0.7	1	1	-2	0.8	-2	4	4
O=C(O)c1cc(-c2ccc(Cl)c(Cl)c2)n(-c2ccccc2)n1	-3	1	-3.3	7	5	-7	-1.1	10	0	19
Nc1cccc(C#Cc2ccc3c(c2)C(=O)/C(=C/c2ccsc2)O3)c1	2	-6	-0.8	-1	-2	-2	0.4	-9	-2	4
CCC(C)(C)n1nnnc1C(c1ccccc1OC)N1CCN(C(=O)c2ccco2)CC1 (configuration not stated)	2	-5	-0.8	-3	-5	-4	-1.6	-4	-4	5
CCCN(CC(=O)Nc1ccccc1C)C(=O)c1ccc(-c2ccccc2)cc1	3	-1	-1.5	-1	1	-5	0.1	-19	2	8
CC(=O)c1ccc(OCC(O)CN2CCN(c3ccc(F)cc3)CC2)cc1 (configuration not stated)	1	-4	-3.0	-1	0	-1	1.3	-5	0	15
c1ccc2[nH]cnc2c1	1	-6	0.0	12	8	-4	-2.5	-21	2	0
O=Cc1c(C(=O)O)n(CC(=O)O)c2ccccc12	-2	-4	-2.1	-3	3	2	-0.8	-25	0	9
CCC(C)[C@H](NC(=O)[C@@H]1Cc2ccccc2CN1C(=O)OC(C)(C)C)C(=O)NCC1CCC(C(=O)O)CC1 (some centres not stated)	5	-3	-3.0	3	-2	-2	-2.5	-15	-2	16
CN(c1cccc(NS(=O)(=O)c2cccc([N+](=O)[O-])c2)c1)S(C)(=O)=O	-3	0	-1.2	3	-1	-1	-2.4	-3	5	6
CN1CCN(c2ccc(-c3cccc(NC(=O)COc4ccc(Cl)cc4)c3)nn2)CC1	-7	1	0.4	-3	2	-6	0.7	18	1	-3
COc1cccc(-c2nc(-c3cccs3)no2)c1	0	-5	-0.4	-3	2	-4	1.1	1	-3	2
O=C(Cc1ccc(Cl)cc1)Nc1ncccn1	0	-4	0.0	2	-8	1	-0.5	-1	0	0
Cc1cc(C(=O)N2CCN(c3ccc([N+](=O)[O-])cc3)CC2)co1	5	-2	-2.5	-7	-5	·	0.9	-12	2	13
CCOc1ccc(CCNC(=O)C2CC(=O)N(c3ccc4c(c3)OCCO4)C2)cc1OCC (configuration not stated)	7	2	-0.4	-4	-13	-4	-3.1	-3	-4	3
O=C(Nc1ccccc1C(=O)NCCN1CCOCC1)c1ccc(Cl)cc1Cl	3	-2	-1.1	-6	-7	-4	-0.7	-8	-1	7
O=C(CCNS(=O)(=O)c1ccc(Cl)cc1)NCc1ccccn1	1	3	-2.2	3	-2	-2	2.6	-17	0	13
C=CCN(CC=C)C(=O)C(=O)c1cc(C)n(-c2ccc([N+](=O)[O-])cc2)c1C	5	0	-1.9	1	-6	·	0.5	-15	-3	10
CCOc1ccccc1CNC(=O)C1CCN(C(=O)c2sccc2-n2cccc2)CC1	2	-3	-1.3	2	7	-3	-1.2	-31	-1	7
COc1cc(C(=O)OCCc2c(C)nc3nc[nH]n3c2=O)cc(OC)c1OC	0	-2	-0.8	0	-2	2	0.9	1	0	4
C=CCn1c(SCC(=O)Nc2sccc2C(N)=O)nc2ccc(Cl)cc2c1=O	7	-1	3.4	3	0	-4	1.9	-16	1	-17
CC(=O)N/C(N)=N/c1nc2cc([N+](=O)[O-])ccc2o1	-2	3	-0.9	2	-4	0	0.1	-25	-1	5
CC(C)(C)C(=O)Nc1nnc(SCC(=O)Nc2ccc3c(c2)OCO3)s1	-4	-3	-1.8	-3	7	1	5.1	24	-2	10
CSc1ccc(C(=O)C2CCCN(C(=O)CCc3cnn(C)c3)C2)cc1 (configuration not stated)	4	-1	-0.6	-5	12	-1	0.6	1	-1	4
Fc1ccc(/C=N/Nc2nc3ccccc3[nH]2)cc1F	8	3	4.8	-4	-3	11	2.5	30	-3	-24

Exported bar-delimited: part of the list above.
canonical_smiles | HTR5A ag | Keap1-Nrf2 PPI | MOR-DOR ag | RTF Ca sens act | RTF Ca sens inh | CAL PDZ FP | LANA DNA inh | HTR5A inv ctr | V-ATPase pHluor | OPRM1-OPRD1 inv
CCOc1ccccc1CNC(=O)C1CCN(C(=O)c2sccc2-n2cccc2)CC1 | 2 | -3 | -1.3 | 2 | 7 | -3 | -1.2 | -31 | -1 | 7
CSc1ccc(C(=O)C2CCCN(C(=O)CCc3cnn(C)c3)C2)cc1 (configuration not stated) | 4 | -1 | -0.6 | -5 | 12 | -1 | 0.6 | 1 | -1 | 4

Following part:
SMILES	HTR5A ag	Keap1-Nrf2 PPI	MOR-DOR ag	RTF Ca sens act	RTF Ca sens inh	CAL PDZ FP	LANA DNA inh	HTR5A inv ctr	V-ATPase pHluor	OPRM1-OPRD1 inv
Cc1ccc(-n2nc3c(=O)n(CCCC(=O)N4CCC(C(N)=O)CC4)nc(C)c3c2C)cc1	2	4	-2.4	0	-14	2	-0.8	3	5	12
CCOC(=O)N1CCN(C(=O)CN(C2CCCCC2)S(C)(=O)=O)CC1	-3	-6	-1.2	-3	-1	0	-0.7	7	-6	6
O=C(Nc1ccc(Cl)c(C(F)(F)F)c1)[C@@H]1CC=C[C@@H]2CCN(C3CC3)C(=O)[C@@H]21	-2	-6	-1.0	3	3	0	1.2	10	1	6
O=C(c1ccccc1)N(Cc1cccc(Br)c1)C1CCS(=O)(=O)C1 (configuration not stated)	-3	6	-0.7	-1	1	-2	-1.8	16	6	4
CC(C)NC(=O)N(C)C[C@H]1Oc2ccc(NC(=O)Cn3cnnn3)cc2C(=O)N([C@H](C)CO)C[C@@H]1C	1	-6	-1.6	0	-12	10	1.3	-3	-1	8
CCCNC(=O)c1cccc(COCC(F)(F)C(F)F)c1	1	6	0.0	-2	-8	-2	2.6	-32	1	0

Screening data (PubChem BioAssay)
